Screens deposited in PubChem BioAssay by several laboratories.
JMJD2C inh: human JMJD2C demethylase inhibition | Q9H3R0 | GST-JMJD2C(1-420) H3K9me3 demethylation, DELFIA europium | inhibition, % at 2.35 µM | hit rate 0.069% among 330,000 | AID 2099;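 active = more than half of a compound's replicate wells show inhibition beyond 50%, single wells judged on their own value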;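 also: signal counts dimethyl H3K9 product captured on neutravidin plate; 0% = median of DMSO wells and 100% = 0.3 times that DMSO median; strong numbers were not always called active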
Target sequence (Q9H3R0 1-420 limits assumed): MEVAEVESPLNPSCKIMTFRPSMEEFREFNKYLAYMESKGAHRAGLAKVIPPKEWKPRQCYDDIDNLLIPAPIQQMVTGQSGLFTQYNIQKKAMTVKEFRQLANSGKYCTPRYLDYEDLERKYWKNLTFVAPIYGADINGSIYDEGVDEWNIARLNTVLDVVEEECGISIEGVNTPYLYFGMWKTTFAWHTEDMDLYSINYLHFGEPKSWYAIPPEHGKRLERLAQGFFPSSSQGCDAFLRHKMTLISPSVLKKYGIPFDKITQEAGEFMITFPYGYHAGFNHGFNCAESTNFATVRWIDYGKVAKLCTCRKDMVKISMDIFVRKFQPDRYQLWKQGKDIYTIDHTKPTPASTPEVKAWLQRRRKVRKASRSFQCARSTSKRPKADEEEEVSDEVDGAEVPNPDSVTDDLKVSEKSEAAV
Efflux pump inh: inhibitors of Candida antifungal efflux pumps expressed in yeast; hit rate 0.44% among 330,000; S. cerevisiae Candida pump triplex, Nile Red efflux; inhibition, % at 10 µM; AID 485275;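 active = plate passing quality check with inhibition over a set limit, or well fluorescence over plate mean plus 4 SD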;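 also: Nile Red retained in pooled yeast measured as flow cytometry median fluorescence; 0% = buffer negative control and 100% = Enniatin B positive control; higher means more Nile Red kept so more efflux inhibition; some compounds called inactive have numbers as strong as hits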
* hit, by the source's call. This is a subset (hit frequency here may not be typical).

JMJD2C inh,Efflux pump inh,Compound
-4,0.0,COc1cc2c(cc1NC(=O)COCC(=O)O)oc1ccccc12
0,-0.3,Cc1[nH]c(=O)[nH]c(=O)c1S(=O)(=O)Nc1ccc(Br)cc1F
2,0.1,O=C1C2CCCN2C(=S)N1c1ccccc1 (stereo not given)
2,3.7,CCCCn1c(N)c(N(CC(C)C)C(=O)C2CCN(S(=O)(=O)c3ccc(F)cc3)CC2)c(=O)[nH]c1=O
2,-0.3,COc1ccc(OCCN(C)CC(=O)Nc2c(C)cccc2C)cc1
-5,0.0,COCCN(Cc1cn(C)nc1-c1ccc(Oc2ccccc2)cc1)C(C)C
-6,0.0,O=C(Nc1cccnc1)c1ccc(N2CCOCC2)c([N+](=O)[O-])c1
3,0.0,CN(c1ccccc1C(=O)N1CCN(c2ccccc2F)CC1)S(=O)(=O)c1ccccc1

Copied from the list:
For JMJD2C inh, COc1ccc(OCCN(C)CC(=O)Nc2c(C)cccc2C)cc1 is listed with 2
For JMJD2C inh, COCCN(Cc1cn(C)nc1-c1ccc(Oc2ccccc2)cc1)C(C)C is listed with -5
For JMJD2C inh, CCCCn1c(N)c(N(CC(C)C)C(=O)C2CCN(S(=O)(=O)c3ccc(F)cc3)CC2)c(=O)[nH]c1=O is listed with 2
For Efflux pump inh, Cc1[nH]c(=O)[nH]c(=O)c1S(=O)(=O)Nc1ccc(Br)cc1F is listed with -0.3
For JMJD2C inh, CN(c1ccccc1C(=O)N1CCN(c2ccccc2F)CC1)S(=O)(=O)c1ccccc1 is listed with 3
For Efflux pump inh, COc1cc2c(cc1NC(=O)COCC(=O)O)oc1ccccc12 is listed with 0.0

Next part.
JMJD2C inh,Efflux pump inh,Compound
1,-0.2,CCC1CN(C(=O)NCc2ccc(F)cc2)c2ccccc2O1 (stereo not given)
-9,0.3,COc1ccc(Cl)cc1C(=O)Nc1ccc2nc3n(c(=O)c2c1)CCCC3
1,0.0,Cc1cccc(C)c1NC(=O)Cn1cc(C=O)c2ccccc21
0,-0.1,CC(C)C[C@H](NC(=O)C1CCC(CNC(=O)[C@@H]2CCCN2C(=O)OC(C)(C)C)CC1)C(=O)O (stereo not given in full)
-1,0.0,CC1CCCN(S(=O)(=O)c2ccc([N+](=O)[O-])cc2)C1 (stereo not given)
-1,-0.1,COC(=O)c1ccc(CNC(=O)C2CCC(=O)N(CCN3CCOCC3)C2)cc1 (stereo not given)
-4,0.1,COC(=O)[C@@H]1CC(O)CN1C(=O)C12CC3CC(CC(C3)C1)C2 (stereo not given in full)
15,-0.2,C/C(=N\NC(=O)CCC(=O)Nc1ccc(C)c(C)c1)C1CC1
6,0.0,CC(CNC(=O)c1cccc(Br)c1)n1cncn1 (stereo not given)
-1,0.1,COc1cc2c(cc1OC)C(c1cc(Br)c(OC)c(OC)c1)CC(=O)N2 (stereo not given)
-1,-0.1,CCCCNC(=O)N(O)C1N(/N=C/c2ccccc2O)C(=S)SC1(C)C (stereo not given)
-9,0.0,Cc1cc(C)cc(-n2ncc3c2CCCC3NC(=O)CCN2Cc3ccccc3C2=O)c1 (stereo not given)
1,0.1,O=C(Nc1cccc2ncccc12)c1cccc(Br)c1
19,0.0,Cc1c(C(=O)N2CCC[C@H]2C(N)=O)oc2c(F)cccc12
-1,0.1,C=CCOc1ccccc1CN1CCCCCC1
1,0.0,Cc1c(O[C@@H]2O[C@H](CO)[C@@H](O)[C@H](O)[C@H]2O)ccc2c1oc(=O)c1ccccc12
4,0.0,COc1ccc(C(=O)N2CCCN(C)CC2)c(OC)c1
16,0.3,COc1ccc(NC2CCCN(C(=O)c3ccc(C(C)=O)cc3)C2)cc1 (stereo not given)
5,-0.1,COc1ccc(CN2CCC(C)CC2)cc1OCc1ccccc1
-28,-0.1,Cc1nn(-c2ccc(F)cc2)c2nc(N)c(C#N)c(-c3ccc(O)c(O)c3)c12
-2,-0.1,O=C(N/N=C/c1ccc2c(c1)OCO2)c1ccn(Cc2ccc(Cl)cc2)n1
-10,-0.1,CSc1cccc(NC(=S)NC(=O)c2cccnc2)c1
10,0.1,O=C(CN1CCCC1)Nc1sc2c(c1C(=O)Nc1ccccc1)CCCC2
0,1.4,Cc1ccc(S(=O)(=O)NCc2csc(C)n2)cc1
-1,0.1,Cc1ccc(-c2nc(-c3ccncc3)no2)cc1
5,0.1,c1ccc(CCCN2CCN(c3ccccn3)CC2)cc1
-3,0.0,COC(=O)CCC(=O)NC(=S)Nc1ccc(S(=O)(=O)Nc2cc(C)on2)cc1
1,0.0,CCN1CCN(CCC(=O)Nc2ccc(C)cc2)CC1
6,0.0,CCOc1ccc(/C=N/NS(=O)(=O)c2ccc(C)cc2)cc1OC
-8,-0.2,O=C(O)c1cccc(Nc2nc(-c3ccc([N+](=O)[O-])cc3)nc3ccccc23)c1
-14,-1.1,CCCn1ncc(CN2CCC(n3nccc3NC(=O)c3ccccc3OC)CC2)c1C
3,-0.2,O=C(NCc1ccc(F)cc1)c1cccc2c1C(=O)c1ccc(Cl)cc1S2(=O)=O
-1,0.3,COc1ccc(C(=O)N/N=C(/C)c2cccc(NC(=O)c3ccncc3)c2)cc1OC
6,0.0,CCN(CC)Cc1c(C(=O)N/N=C/c2ccco2)nnn1-c1nonc1N
4,0.1,COc1ccc(/C=N\Nc2ccccn2)c(OC)c1
0,0.0,Oc1ccccc1-c1nnc2n1CCCCC2
9,0.1,O=C(Nc1cc(Br)ccc1O)C1CC(c2ccccc2Cl)=NO1 (stereo not given)
7,0.0,Cc1nn(C)c(C(=O)Nc2c(C)nn(Cc3c(F)c(F)c(F)c(F)c3F)c2C)c1Br
9,0.0,CC(C)Cc1ccc(CN2CCCC(NC(=O)CCN3CCOCC3)C2)cc1 (stereo not given)
-11,0.0,O=C(O)c1cccc(S(=O)(=O)N(Cc2ccccc2)c2ccccc2Cl)c1
1,-0.4,COc1cc(/C=C2/C(=O)NN(c3ccc(C)c(Cl)c3)C2=O)cc([N+](=O)[O-])c1O
-1,-0.1,O=[N+]([O-])c1ccc(CP(=O)(c2ccccc2)c2ccccc2)cc1
-1,-0.1,C/C(=N/NS(=O)(=O)c1ccc(C)cc1)c1c[nH]c2ccccc12
-4,-0.1,COc1cc(/C=N/Nc2ccc([N+](=O)[O-])cn2)cc(OC)c1O
2,-0.2,CCOC(=O)COn1c(=O)c(-c2ccc(Cl)cc2)[n+]([O-])c2ccccc21
-2,-0.1,CN(CCNC(=O)C1CCC(=O)N(Cc2cccc(F)c2)C1)CCc1ccccc1 (stereo not given)
-5,0.0,CNC(=O)C(C)N1c2cccc3cccc(c23)S1(=O)=O (stereo not given)
-12,0.0,Cc1cc(Nc2cccc(Cl)c2Cl)n2ncnc2n1

Fetched one by one from the list above (five):
JMJD2C inh,Efflux pump inh,Compound
2,-0.2,CCOC(=O)COn1c(=O)c(-c2ccc(Cl)cc2)[n+]([O-])c2ccccc21
-5,0.0,CNC(=O)C(C)N1c2cccc3cccc(c23)S1(=O)=O (stereo not given)
1,-0.4,COc1cc(/C=C2/C(=O)NN(c3ccc(C)c(Cl)c3)C2=O)cc([N+](=O)[O-])c1O
-4,-0.1,COc1cc(/C=N/Nc2ccc([N+](=O)[O-])cn2)cc(OC)c1O
-1,-0.1,C/C(=N/NS(=O)(=O)c1ccc(C)cc1)c1c[nH]c2ccccc12

Following part.
JMJD2C inh,Efflux pump inh,Compound
-4,-0.1,O=[N+]([O-])c1cccc(NC(=S)N2CCN(c3ccccn3)CC2)c1
2,-0.1,O=C(NC(=S)N1CCCCCC1)c1ccccc1
5,0.0,CCCc1ccc(S(=O)(=O)NCC2CCCN2CC)cc1 (stereo not given)
1,0.1,CCn1c(C)nnc1SCC(=O)Nc1ccc(Cl)cc1
22,0.0,COc1ccc(-c2noc(CN(C)Cc3ccccc3)n2)c(OC)c1OC
2,0.0,O=C(CSc1nnnn1-c1ccc(F)cc1)Nc1ccccc1F
-4,1.5,COCCN(C(=O)COC(=O)/C(=C/c1ccccc1)NC(C)=O)c1c(N)n(Cc2ccccc2)c(=O)[nH]c1=O
2,0.4,COc1cc(OC)c(NS(=O)(=O)c2c(C)[nH]c(=O)[nH]c2=O)cc1Cl
9,-0.1,CCOc1ccc(NC(=S)N2CCCC2)cc1
18,-0.2,O=C1NN(c2ccccc2)C(=O)/C1=C\c1ccccc1
-7,0.1,Cc1ccc(OCc2cc(C(=O)N3CCc4sccc4C3)no2)cc1C
-8,-0.1,CC(C)c1ccc(N2C(=O)CC(Sc3ncccn3)C2=O)cc1 (stereo not given)
-7,0.5,COC(=O)c1sccc1NC(=O)Nc1ccc(C)cc1
-2,0.1,Cc1ccc(OCC(O)CNC2CCCC2)c(C)c1 (stereo not given)
-2,0.1,CCN1CCCC1CNC(=O)c1cc2ccc(OC)cc2[nH]1 (stereo not given)
-21,1.1,CSCCC(NC(=O)COc1ccccc1)C(=O)NCCOc1ccc(C)cc1 (stereo not given)
-6,-0.1,COc1cc(C(=O)NC2CC(C)(C)CC(C)(C)C2)ccc1OC1CCN(C(C)=O)CC1
-4,0.0,COc1cccc2c1O/C(=N\O)C(C(=O)Nc1cccc(C)c1C)C2 (stereo not given)
-8,0.1,Cc1cc(C(=O)N/N=C/c2cccc(OC(=O)c3cccc(Br)c3)c2)n[nH]1
-4,0.1,O=CN1Cc2ccccc2-c2ccccc2C1
-5,0.1,Cc1nn(C(=O)N(C)C)c(C)c1CN1C(=O)c2ccccc2C1=O
-5,0.0,CC(C)n1cc(C(=O)N2CCCC(N3CCN(c4cccc(Cl)c4)CC3)C2)cn1 (stereo not given)
4,0.7,O=C(OCCCOC(=O)c1ccc(O)cc1)c1ccc(O)cc1
14,-0.1,COc1ccc(N2CCN(C(=O)c3ccccc3NS(=O)(=O)c3ccc(C)cc3)CC2)cc1
-2,0.2,COc1ccc(CCN2CCCn3c2nc2c3c(=O)n(CC(C)C)c(=O)n2C)cc1OC
1,0.0,COc1cc(/C=N/NC(=O)c2ccc(NC(=O)C3CCCCC3)cc2)ccc1O
19,-0.1,O=C(O)c1ccc(/C=N/N2CCN(c3ccccc3)CC2)cc1
4,-0.1,COc1ccc(CN2CCCC(N3CCN(c4cccc(Cl)c4)CC3)C2)cc1OC (stereo not given)
2,0.0,CCOc1ccccc1NCc1cc(=O)oc2cc(C)c(O)cc12
-21,-0.9,Cc1cccnc1NC(=O)CCNC(=O)c1ccc(Br)cc1
-8,-0.7,Cc1ccc(Sc2ncccc2C(=O)NCc2cc([N+](=O)[O-])ccc2O)cc1C
11,0.0,Cc1cc(C)cc(N2CC(O)Cn3c2nc2c3c(=O)[nH]c(=O)n2C)c1 (stereo not given)
5,-0.1,CCC(C)[C@H](N)C(=O)NC[C@H]1CC[C@H](C(=O)N[C@@H](Cc2ccccc2)C(=O)O)CC1 (stereo not given in full)
0,0.3,COCCNc1nc(N)c([N+](=O)[O-])c(NCc2ccccc2)n1
13,-0.1,COc1cc(OC)c2cc(C(=O)N[C@@H](Cc3ccccc3)C(=O)O)n(C)c2c1
-55,0.0,COc1ccc(CC(=O)Nc2ccc(/C(C)=N/NC(=O)c3ccc(OC)cc3OC)cc2)cc1
-4,0.0,CCOC(=O)C1(CCOc2ccccc2)CCN(Cc2ccc(C(=O)OC)cc2)CC1
10,-0.1,COc1ccc(S(=O)(=O)N2CCCCCC2)cc1C(=O)N(C)Cc1ccc(C(C)(C)C)cc1
6,0.0,CCOC(=O)C1CCN(Cc2ccc3ccccc3c2)CC1
1,0.2,O=C(Cc1ccc(F)cc1)Nc1nc(-c2ccc(F)c(F)c2)cs1
3,0.1,CCOc1ccc(C(=O)Nc2ccc(NC(=O)c3ccccc3)c(C)c2)cc1[N+](=O)[O-]
-2,0.0,Cc1ccc(NS(=O)(=O)c2c(C)[nH]c(=O)[nH]c2=O)cc1F
-3,0.0,CSc1ncc(C(=O)Nc2ccc(C(C)=O)cc2)c(C)n1
10,-0.1,COc1cccc(NC(=S)N2CCN(S(=O)(=O)c3ccccc3)CC2)c1
-2,-0.1,COc1cc2[nH]c(=O)c(C(=O)NCc3ccc(F)cc3)c(O)c2cc1OC
-2,0.0,NC(N)=NC(=S)Nc1ccc(Cl)cc1
9,-0.1,OCCCc1nc2ccccc2n1Cc1ccccc1
-2,-0.1,Cc1ccc(/C=C2\Oc3cc(OCC(=O)NN)ccc3C2=O)o1
-4,-0.1,CCOc1ccc(CC(=O)N/N=C(\C)c2cccnc2)cc1
2,-0.3,c1cncc(CNCc2ccco2)c1
18,-0.1,COc1ccc(S(=O)(=O)N2CCSC2C)cc1C (stereo not given)
-14,-0.1,O=C(CCN1C(=O)/C(=C/c2ccco2)SC1=S)Nc1ccc(O)cc1C(=O)O
-1,0.0,CCc1ccc(OCCCCCn2ccnc2)cc1
2,0.5,O=C(NCCCC(=O)N1CCCCC1)c1ccc(Cl)cc1
-7,0.2,Cc1cc2oc(C(=O)Nc3ccc(S(=O)(=O)Nc4ncccn4)cc3)c(C)c2cc1Cl
13,0.2,Cc1cccc(NC(=O)C(C)C(=O)c2ccccc2)c1 (stereo not given)

Continuation.
JMJD2C inh,Efflux pump inh,Compound
-3,0.0,COc1ccccc1N1C(N)=NC(N)=NC12CCCCC2
20,0.9,Cc1ccc(NC2CCCN(C(=O)CSc3ccccn3)C2)cc1C (stereo not given)
-14,-0.3,CCOC(=O)N1CCN(C(=O)CCc2cc(OC)c(OC)c(OC)c2)CC1
-2,-0.2,CC(C)OCCCNC(=O)c1ccc2c(c1)NC(=O)c1ccccc1S2
4,0.0,O=C(CCNS(=O)(=O)c1ccccc1)N1CCCC1
3,-0.2,COc1ccc(/C=N/NC(=O)c2ccc(OC)c(OC)c2)cc1COc1c(F)c(F)c(F)c(F)c1F
3,-0.1,COc1ccccc1N(CC(=O)NC(C)(C)C)C(=O)CCC(=O)Nc1ccccn1
5,0.1,O=C(O)CNC(=O)/C(=C\c1ccco1)NC(=O)c1ccco1
-5,0.1,O=C(NCCc1ccccc1)c1ccc(Cl)cc1[N+](=O)[O-]
